Compound activity: PubChem BioAssay, The Scripps Research Institute Molecular Screening Center
GPR151 ag: activators of human GPR151. actives 1% (n = 650,000). Q8TDV0. AID 1508602. PathHunter beta-arrestin GPR151 cells, luminescence. activation, % at 11.2 µM; in the data active means activation above about 4.9%;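 further: 0% = median of compound wells and 100% = cells with positive control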
TEAD-YAP block: TEAD-YAP interaction inhibition; HEK-TIYL cells, TEAD-Gal4/YAP UAS-luciferase luminescence; inhibition, % at 9.12 µM; actives 1.4% (n = 640,000); AID 1259422; in the data active means inhibition above about 32%;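 further: 0% = median of test compound wells and 100% = reference inhibitor wells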
FBW7 act: human FBW7 E3 ligase activation, primary screen; Q969H0; AlphaScreen FBW7–phospho-cyclin E peptide binding, activator screen; normalized activity (activation), % at 26.1 µM; actives 0.13% (n = 650,000); AID 1259310; in the data active means normalized activity above about 1.9%;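 further: purified mutant Fbw7 with reduced substrate affinity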
Target sequence (Q969H0 whole entry, looked up): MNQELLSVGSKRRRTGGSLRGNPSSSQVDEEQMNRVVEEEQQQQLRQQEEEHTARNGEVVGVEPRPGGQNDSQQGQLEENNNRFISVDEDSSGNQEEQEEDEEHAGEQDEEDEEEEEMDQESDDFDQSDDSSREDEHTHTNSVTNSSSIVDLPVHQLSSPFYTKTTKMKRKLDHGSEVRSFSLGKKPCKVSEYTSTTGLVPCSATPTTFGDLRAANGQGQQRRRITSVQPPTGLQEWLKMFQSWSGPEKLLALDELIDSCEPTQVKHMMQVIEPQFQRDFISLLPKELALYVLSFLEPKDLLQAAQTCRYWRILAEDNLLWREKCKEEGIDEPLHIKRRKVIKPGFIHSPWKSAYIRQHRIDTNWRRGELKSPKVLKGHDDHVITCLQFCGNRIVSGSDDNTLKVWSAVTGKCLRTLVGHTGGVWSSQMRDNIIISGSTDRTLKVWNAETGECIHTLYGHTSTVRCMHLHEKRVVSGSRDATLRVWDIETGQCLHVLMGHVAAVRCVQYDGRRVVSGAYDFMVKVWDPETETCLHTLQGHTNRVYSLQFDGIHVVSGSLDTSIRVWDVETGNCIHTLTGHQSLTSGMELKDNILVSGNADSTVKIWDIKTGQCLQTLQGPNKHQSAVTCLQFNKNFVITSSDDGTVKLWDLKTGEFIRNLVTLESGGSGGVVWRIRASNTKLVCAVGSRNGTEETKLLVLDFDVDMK
MITF primary: human MITF inhibition, primary screen. O75030. AlphaScreen MITF homodimerization, bead proximity signal. inhibition, % at 2.6 µM. actives 0.91% (n = 650,000); in the data active means inhibition above about 50%;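 further: 0% = vehicle wells with protein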
Active calls of the source: *; & = joins results of further samples.

SMILES	GPR151 ag	TEAD-YAP block	FBW7 act	MITF primary
COc1ccccc1N1CCN(C(=O)COc2ccccc2)CC1	-0.5	-6	0.0	-1
COc1ccccc1NC(=O)COc1c(Br)cc(CO)cc1OC	-1.3	14	0.1	-4
C/C(N)=C(/C#N)C(=O)COC(=O)CCCNC(=O)c1ccc(Cl)cc1	-1.1	-7	0.1	0
CCc1ccc(NC(=O)C(CC)Sc2nc3ccsc3c(=O)n2CCC(=O)O)cc1 (centres undefined)	1.0	-3	0.2	20
O=C1CN(C(=O)c2cccs2)C(c2ccccc2)c2cc(Br)ccc2N1 (centres undefined)	-1.0	5	0.1	16
Cc1ccc(-c2noc(C3CC(=O)N(c4ccc5c(c4)OCO5)C3)n2)cc1 (centres undefined)	-1.1	-6	-0.1	-5
Clc1ccc(-c2nc(-c3cccnc3)no2)cc1Cl	1.6	-16	0.3	7
O=C(CSc1nc(Nc2ccc3c(c2)OCO3)c2ccccc2n1)NC1CCCCC1	2.3	14	0.2	3
COc1ccc(NC(=O)Cn2cnc3sc4c(c3c2=O)CCCC4)cc1Cl	-1.6	8	-0.1	-13
O=C(Cc1ccc(Cl)cc1)NCC(c1ccsc1)N1CCCC1 (centres undefined)	0.8	-1	0.1	3
Cc1ccc(S(=O)(=O)Nc2nc3ccc([N+](=O)[O-])cc3nc2NC2CCCCC2)cc1	-0.8	-17	0.0	12
CCCCC1CCC(C(=O)Nc2nnc(SCC(=O)NCC(=O)OCC)s2)CC1 (centres undefined)	0.9	3	-0.1	3
COc1ccc(CN2CCNC(=O)C2CC(=O)NCc2cccc(F)c2)cc1OC (centres undefined)	0.7	12	-0.1	-6
CCOc1ccc2ccc(OCC)c(C3C(C#N)=C(N)OC4=C3C(=O)CC(C)(C)C4)c2c1 (centres undefined)	1.3	-9	0.0	0
Nc1cccc(Oc2ccc3c(c2)C(=O)N(CCO)C3=O)c1	0.6	3	-0.2	6
Cc1cccc(C)c1NC(=O)CSc1nc2ncccc2[nH]1	0.5	-11	0.0	14
CC(=O)Oc1ccc(NC(=O)COc2ccccc2Cl)c(C(=O)O)c1	-0.6	2	0.1	0
COc1ccc(C2NC(=O)c3ccccc3O2)cc1OC (centres undefined)	1.4	4	0.0	3
CN(c1ccccc1)S(=O)(=O)c1ccc2c(c1)oc(=O)n2C	-0.7	56*	1.2	10
C=CCOc1ccc(/C=C2/C(=O)ON=C2C)cc1OC	-0.8	-3	0.1	32
O=C(CNC1=NCCC1)c1ccc(Cl)cc1	-0.2&-0.1	-3&3	-0.2&0.0	-6&7
Cc1ccc(NC(=O)CCS(=O)(=O)c2ccc3c(c2)SCC(=O)N3)cc1F	4.2	-1	0.2	3
CCOC(=O)CN1CC23C=CC(O2)C(C(=O)NCc2ccc(F)cc2)C3C1=O (centres undefined)	2.0	-11	0.2	-9
O=C(CSc1ccc(-c2ccccn2)nn1)c1ccc(F)cc1	-0.1	-8	-1.6	11
CC(c1ccccc1)N1C(=O)c2cccnc2C1=O (centres undefined)	-0.4	2	0.5	38
COc1ccc(OC)c(/C=C2/SC(=S)N(Cc3ccco3)C2=O)c1	-0.4	8	-0.1	16
COc1ccc(OC)c(-n2c3nc(=O)[nH]c(=O)c-3cc3ccccc32)c1	1.5	6	-0.1	-1
CC(C)CCn1c(=O)c2ccccc2n2c(CN3CCN(c4ncccn4)CC3)nnc12	-0.6	-9	0.0	1
Cc1ccc(C2C3CC4CC(C3)CC2(CNC(=O)c2cc(Cl)cc(Cl)c2)C4)cc1 (centres undefined)	0.2	2	-0.1	5
COC(=O)C(C)N1C(=O)S/C(=C/c2cccc(C)c2)C1=O (centres undefined)	-0.4	-12	0.0	-14

Another view of some results above:
Structure,GPR151 ag,TEAD-YAP block,FBW7 act,MITF primary
COc1ccc(NC(=O)Cn2cnc3sc4c(c3c2=O)CCCC4)cc1Cl,-1.6,8,-0.1,-13
O=C(Cc1ccc(Cl)cc1)NCC(c1ccsc1)N1CCCC1 (centres undefined),0.8,-1,0.1,3
Cc1ccc(S(=O)(=O)Nc2nc3ccc([N+](=O)[O-])cc3nc2NC2CCCCC2)cc1,-0.8,-17,0.0,12
CCCCC1CCC(C(=O)Nc2nnc(SCC(=O)NCC(=O)OCC)s2)CC1 (centres undefined),0.9,3,-0.1,3
COc1ccc(CN2CCNC(=O)C2CC(=O)NCc2cccc(F)c2)cc1OC (centres undefined),0.7,12,-0.1,-6
CCOc1ccc2ccc(OCC)c(C3C(C#N)=C(N)OC4=C3C(=O)CC(C)(C)C4)c2c1 (centres undefined),1.3,-9,0.0,0
Nc1cccc(Oc2ccc3c(c2)C(=O)N(CCO)C3=O)c1,0.6,3,-0.2,6
Cc1cccc(C)c1NC(=O)CSc1nc2ncccc2[nH]1,0.5,-11,0.0,14
CC(=O)Oc1ccc(NC(=O)COc2ccccc2Cl)c(C(=O)O)c1,-0.6,2,0.1,0
COc1ccc(C2NC(=O)c3ccccc3O2)cc1OC (centres undefined),1.4,4,0.0,3
CN(c1ccccc1)S(=O)(=O)c1ccc2c(c1)oc(=O)n2C,-0.7,56*,1.2,10
C=CCOc1ccc(/C=C2/C(=O)ON=C2C)cc1OC,-0.8,-3,0.1,32
O=C(CNC1=NCCC1)c1ccc(Cl)cc1,-0.2&-0.1,-3&3,-0.2&0.0,-6&7
Cc1ccc(NC(=O)CCS(=O)(=O)c2ccc3c(c2)SCC(=O)N3)cc1F,4.2,-1,0.2,3
CCOC(=O)CN1CC23C=CC(O2)C(C(=O)NCc2ccc(F)cc2)C3C1=O (centres undefined),2.0,-11,0.2,-9
O=C(CSc1ccc(-c2ccccn2)nn1)c1ccc(F)cc1,-0.1,-8,-1.6,11
CC(c1ccccc1)N1C(=O)c2cccnc2C1=O (centres undefined),-0.4,2,0.5,38
COc1ccc(OC)c(/C=C2/SC(=S)N(Cc3ccco3)C2=O)c1,-0.4,8,-0.1,16
COc1ccc(OC)c(-n2c3nc(=O)[nH]c(=O)c-3cc3ccccc32)c1,1.5,6,-0.1,-1

The list continues:
SMILES	GPR151 ag	TEAD-YAP block	FBW7 act	MITF primary
Nc1cc(S(=O)(=O)c2ccc(Br)c(N)c2)ccc1Br	0.8	15	0.0	8
COc1ccc(OCc2nnc(SCC(=O)N(C)Cc3ccccc3)n2C)cc1	3.9	1	0.4	7
CCOC(=O)CSc1nc(C)c(C)c(C)c1C#N	-1.2	-2	0.2	-2
Cc1cc2c(N3CC(C)CC(C)C3)ncnc2s1 (centres undefined)	0.0	-9	-0.1	9
COc1ccc(COC(=O)C2=C(C)NC3=C(C(=O)CCC3)C2c2cccc(OC)c2)cc1 (centres undefined)	-0.9	-6	0.3	-6
O=C(O)CCCNC(=O)COc1ccc2c3c(c(=O)oc2c1)CCCC3	0.4	-2	0.1	-22
COc1cc([N+](=O)[O-])ccc1NC(=S)Nc1ccccc1C(N)=O	-0.9	9	0.6	8
Cc1cccc2c(CCNC(=O)c3cc([N+](=O)[O-])cc([N+](=O)[O-])c3)c[nH]c12	-0.2	-9	0.2	-4
O=[N+]([O-])c1ccc(-c2nc3cc(Cl)ccc3o2)cc1	-0.2	4	0.1	6
Cc1nc2ccccc2c2nn(CC(=O)N(C)C3CCCCC3)c(=O)n12	1.0	3	0.1	9
O=C(NCCSc1ccccc1)Nc1cccc(Cl)c1	-0.4	-17	-0.1	-13
O=C(CSc1ccsc1[N+](=O)[O-])N1CCN(c2ccc(Cl)cc2)CC1	0.7	-15	-0.1	8
CC1(C)Cc2c(sc3nc(Cc4ccc([N+](=O)[O-])cc4)n(N)c(=O)c23)CO1	2.4	-1	0.0	12
Cc1cc(C)c(S(=O)(=O)N2CCN(c3ccc([N+](=O)[O-])cc3)CC2)c(C)c1	0.1	9	0.3	7
O=C(CC1S/C(=N/N=C\c2ccco2)NC1=O)c1ccc(Br)cc1 (centres undefined)	-0.7	5	0.3	49
COc1ccccc1OCC(O)Cn1nc(C)cc1C (centres undefined)	-0.2	-3	0.0	4
COc1ccc(Cl)cc1-c1[nH]nc2nc(-c3cccnc3)ccc12	-0.2	-6	-0.5	0
CC1(c2ccccc2)NC(=O)N(NC(=O)COC(=O)CCc2c[nH]c3ccccc23)C1=O (centres undefined)	-0.1	-2	0.1	-8
O=c1c2ccccc2nc(-c2ccccc2F)n1NCc1cccc(F)c1	0.7	0	-0.3	-4
COC(=O)c1ccc(/C=N/NC(=O)COc2ccc([N+](=O)[O-])cc2Br)cc1	-1.8	-1	0.0	8
O=C(Cn1c(=O)n(Cc2ccco2)c2ncccc21)N1CCCCC1	-0.8	-15	0.1	-1
CCN(CC)C(=O)Cn1nc(C(=O)O)c2ccccc2c1=O	-0.1	-9	0.0	10
Cn1c(/C(C#N)=C(\O)Cc2ccccc2)nc2ccccc21	-0.6	-4	0.0	-10
Cc1ccc(Nc2nnc(SCC(=O)Nc3ccc(C#N)cc3)s2)cc1	1.2	-19	0.5	-4
Cc1ccc2c(c1)N(C(=O)C(Cc1ccccc1)N1C(=O)c3ccccc3C1=O)C(C)(C)c1ssc(=S)c1-2 (centres undefined)	0.1	-7	0.0	1
COc1cccc(-n2nc(C(=O)Nc3ccc(F)cc3Cl)c3ccccc3c2=O)c1	1.2	9	-0.1	10
CN(C)c1cccc(-c2cnc3ccc(NCc4ccc(F)cc4)nn23)c1	-0.4	-4	-0.3	-2
COc1cccc(/C=C2\N=C(c3cc(OC)cc(OC)c3)OC2=O)c1	0.2	-1	0.1	10
Clc1ccc2nc(N3CCOCC3)nc(-c3ccccc3)c2c1	1.1	1	0.1	10
Cc1cc(Br)ccc1OCC(=O)NC1CC(C)(C)NC(C)(C)C1	-0.1	9	0.1	6
CSc1ncccc1C(=O)OCC(=O)C(C)(C)C	1.1	6	0.0	3
CCN(CC)c1ccc2cc(C(=O)Nc3cccc4ccccc34)c(=O)oc2c1	0.6	-21	0.7	16
COC(=O)C1=C(C)N(Cc2ccc(C)cc2)C(=O)/C1=C\c1ccc(OC)cc1OC	2.2	-14	-0.3	13
COc1ccc(CNC(=O)C/C(C)=N/NC(=O)c2cccc(Cl)c2)cc1	-0.3	-58	-0.1	-4
COc1ccc(OC)c(/C=N/NC(=O)CCn2nnc3ccccc32)c1	0.0	8	-0.1	-6
O=C(NCCN1CCCC1)c1ccc2c(c1)NC(=O)C(N1CCCC1)S2 (centres undefined)	-1.1	-3	-0.1	2
COc1ccc(CN2CCN(CC=C(C)C)C(CCO)C2)c(Cl)c1OC (centres undefined)	-0.7	3	-0.1	1
COc1ccccc1N1C(=O)CC(N2CCN(c3ccccn3)CC2)C1=O (centres undefined)	-2.7	-14	-0.1	-8
O=C(c1c(F)cccc1F)N1CCCC(c2nc(-c3ccc(F)cc3)no2)C1 (centres undefined)	-0.6	-9	-0.2	-3
CC1C2CC(CC(C)(C)C2)N1CC(=O)C(C#N)c1ccccc1 (centres undefined)	-0.2	-11	-0.2	-14
COc1cc(NC(=O)c2cccc(-n3cc(NC(=O)c4ccc(Br)o4)cn3)c2)ccc1N1CCOCC1	-1.2	23	-0.1	-21
Cn1cc(/C=N/NC(=O)c2cccc([N+](=O)[O-])c2)c2ccccc21	-0.2	-10	0.3	-7
COC(=O)c1sc(NC(=O)c2cc3c(s2)CCCC3)nc1C	0.0	-32	-0.9	-6
CSCCC(NC(=O)c1cccnc1)C(=O)O (centres undefined)	0.2	6	0.0	-3
c1ccc(-c2nnc(COc3ncnc4c3cnn4-c3ccccc3)o2)cc1	1.6	5	-0.1	3
CCC(C)NC(=O)CSc1nnc(-c2ccoc2C)n1-c1cccc(OC)c1 (centres undefined)	0.5	-10	0.2	6
CCOC(=O)c1sc2nc(SCc3cccc(Br)c3)n(Cc3cccs3)c(=O)c2c1C	0.9	2	0.1	-9
C(=N\N1CCN(Cc2ccccc2)CC1)/c1ccncc1	-0.2	8	0.8	-5
O=C(Cn1cnnn1)Nc1cc([N+](=O)[O-])cc2oc(-c3ccccc3)cc12	-1.7	0	0.2	17
COC(=O)c1ccc(NC(=O)C2CC(=O)N(Cc3ccccc3)C(=Nc3ccc(OC)cc3)S2)cc1 (centres undefined)	1.3	2	0.2	5

The listing continues:
SMILES	GPR151 ag	TEAD-YAP block	FBW7 act	MITF primary
COc1ccc2c(c1OC)C(=O)OC2Nc1cc(C)ccn1 (centres undefined)	0.1	-2	-0.1	-7
COc1ccc(-c2cc(C(F)(F)F)n3ncc(C(=O)NCc4ccccc4)c3n2)cc1	3.8	12	0.3	15
CC1=NN(c2ccccc2)C(c2ccc(O)cc2)C1 (centres undefined)	1.3	3	-0.1	0
CC(C)(C)c1ccc(S(=O)(=O)Nc2ccc(C(=O)N3CCCC3)cc2)cc1	-0.1	10	0.1	20
CCCCn1c(SCC(=O)Nc2ccccc2C(F)(F)F)nc2ccsc2c1=O	0.0	8	-0.1	11
CC(=O)Oc1ccc2c(=O)c(-c3ccc4c(c3)OCCO4)c(C)oc2c1	0.6	-19	0.7	13
Cc1cc(OCC(=O)Nc2ccc(-c3nc4ncccc4o3)cc2)ccc1Cl	-0.5	-17	0.1	-9
COc1ccc2oc(=O)c(-c3csc(Nc4ccc(O)cc4)n3)cc2c1	0.3	-71	-0.2	0
O=C(COc1ccc(N2CCN(c3ccccn3)CC2)nn1)NC1CCCc2ccccc21 (centres undefined)	1.0	2	0.4	9
COc1ccc(/C(C)=N/Nc2nc(C)cc(-c3ccccc3)n2)cc1	-0.8	-1	0.0	14
O=C1Nc2ccccc2Oc2cc([N+](=O)[O-])cc(OCc3ccccc3)c21	-1.2	2	0.2	2
Cc1cc(NC(=O)COC(=O)c2ccc(Oc3ccccc3)cc2)no1	1.1	1	0.1	-9
